Rab9 prom act – qHTS Assay for Rab9 Promoter Activators; Huh7 Rab9 promoter-luciferase reporter, luminescence, 24 h; Potency, µM (highest dose often 9.22 µM), inactives show at the highest dose activation, negative = inhibition, hits mostly activators; actives 2.8% (n = 320,000); further: % of control where 0% means no effect; nearly all actives have a fitted effect of over 60% in size
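Using Huh7 cells stably transfected with Rab9 promoter–luciferase, compounds were incubated 24 h at 37 °C, 5% CO2; luciferase luminescence was read 10 min after reagent addition.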
MBNL1-CUG inh – qHTS Assay for Inhibitors of MBNL1-poly(CUG) RNA binding; Muscleblind-like protein 1 (Homo sapiens), Q9NR56; TR-FRET MBNL1-His/biotin-(CUG)12 binding, 665/545 ratio; actives 0.036% (n = 280,000); AID 2675, 2010; Potency, µM (highest dose often 57.5 µM), for the others: at the top dose activity change, negative = inhibition, usual class: inhibitors; active means well fitted inhibition curve with a large enough effect in the signal ratio, with a control signal flat, not every such curve was filed as active; inconclusive means small, poorly fitted or top-dose-only effect, or effect the other way, or a change in a side signal; inactive means no such curve, though single readings can be large or run the other way; the % refers to the signal ratio; further: on the % scale 0 is the no-effect control and ±100 the full control effect
Target sequence (Q9NR56 whole entry, looked up): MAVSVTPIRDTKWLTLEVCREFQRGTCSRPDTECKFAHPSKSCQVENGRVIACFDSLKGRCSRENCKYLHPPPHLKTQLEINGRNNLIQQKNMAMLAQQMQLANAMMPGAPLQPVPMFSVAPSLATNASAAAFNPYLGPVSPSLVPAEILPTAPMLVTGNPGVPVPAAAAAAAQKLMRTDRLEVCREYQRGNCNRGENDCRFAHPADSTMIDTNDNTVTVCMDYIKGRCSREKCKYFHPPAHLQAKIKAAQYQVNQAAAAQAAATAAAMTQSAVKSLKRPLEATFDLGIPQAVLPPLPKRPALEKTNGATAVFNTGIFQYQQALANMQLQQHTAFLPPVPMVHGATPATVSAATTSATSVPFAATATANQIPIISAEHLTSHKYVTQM
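Compound titration spanned 92 nM–58 uM against the MBNL1-His/biotin-(CUG)12 complex. After 60 min at room temperature with 5 nM streptavidin-XL665 and 0.055 ng/ul terbium anti-His, ratiometric 665/545 nm emission (Ex 340 nm) normalized to controls.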
BRCA1 expr act – qHTS Assay to Identify Small Molecule Activators of BRCA1 Expression; MCF7-BRCA1-FFLuc reporter, luminescence, 48 h; response scale: scaled: vehicle 0%, 10 µM genistein 100%; Potency, µM (doses to about 46.1 µM), for inactives: at the top dose activation, usual class: activators; actives 1.1% (n = 380,000); AID 624202, 2012; further: nearly all actives have a fitted effect of over 80% in size; some results filed as inactive show a strong effect at the top dose
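Quantitative HTS in MCF7 cells stably reporting BRCA1 expression via firefly luciferase. Compound treatment lasts 48 h at 37 °C in phenol-red free MEM. Activation is expressed relative to genistein at 10 microM and DMSO.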
p53 reactivation – qHTS assay for re-activators of p53 using a Luc reporter. H1299 p53-A138V BP100-luciferase reporter, luminescence, 24 h. Potency, µM (top dose mostly 92.2 µM), for inactives: at the highest dose activity change, positive = activation, hits mostly activators. actives 0.063% (n = 320,000). AID 504706, 2011; further: % of control where 0% means no effect; nearly all actives have a fitted effect of over 45% in size
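p53-null H1299 cells stably carrying temperature-sensitive p53-A138V and a BP100-luciferase reporter were pinned with compounds (4-point, 1:5 series) and held 24 hrs at 37 deg C. Luminescence was read 10 min after detection reagent.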
VP16 counter – VP16 counterscreen qHTS for inhibitors of ROR gamma transcriptional activity; Drosophila S2 Gal4-VP16 UAS-luciferase, luminescence, 20 h; Potency, µM (doses to about 53.6 µM), inactives show at the highest dose activity, negative = inhibition, usual class: inhibitors; AID 2546, 2010; actives 3.5% (n = 310,000);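 further: Gal4-VP16 expression switched on by copper sulfate through the metallothionein promoter; on the % scale 0 is the no-effect control and ±100 the full control effect; nearly all actives have a fitted effect of over 50% in size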
NPC1 prom act – qHTS Assay for NPC1 Promoter Activators; Huh7 NPC1 promoter luciferase reporter, 24 h; Potency, µM (top dose mostly 9.22 µM), for inactives: at the highest dose activation, usual class: activators; actives 2.4% (n = 320,000); AID 485313, 2010;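 further: % of control where 0% means no effect; nearly all actives have a fitted effect of over 60% in size; reporter is driven by a mutant NPC1 promoter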
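Readout is luciferase luminescence, reflecting NPC1 promoter activation in stably transfected Huh7 cells after 24 h compound exposure at 37 °C in reduced-serum medium with 10% FBS.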
ELG1 genotoxic – qHTS screen for small molecules that induce genotoxicity in human embryonic kidney (HEK293T) cells expressing luciferase-tagged ELG1; HEK293T ELG1-luciferase reporter, luminescence, 16 h; Potency, µM (series often up to 46 µM), for inactives: top-dose activity change, positive = activation, hits mostly activators; actives 1.3% (n = 330,000); further: % of control where 0% means no effect; nearly all actives have a fitted effect of over 60% in size
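Screening used a luciferase reporter fused to human ELG1 in HEK293T cells. Luminescence was read on a CCD plate imager after 16 hr exposure and 30 min ONE-Glo incubation.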
uPA surface inh – qHTS for Inhibitors of Cell Surface uPA Generation | cell surface uPA generation assay, qHTS | Potency, µM (highest dose often 38.3 µM), inactives show at the highest dose activity change, negative = inhibition, most hits filed as inhibitors | actives 0.31% (n = 330,000) | AID 540303, 2011; active means well fitted inhibition curve with a large enough effect; inconclusive means small, poorly fitted or top-dose-only effect; inactive means no such curve, though single readings can be large or run the other way; tested in mouse RAW 264.7 cells; further: on the % scale 0 is the no-effect control and ±100 the full control effect; nearly all actives have a fitted effect of over 55% in size
FLuc counter – qHTS profiling assay for firefly luciferase inhibitor/activator using purifed enzyme and Km concentrations of substrates (counterscreen for miR-21 project); purified FLuc, Km substrates, luminescence inhibition; Potency, µM (doses to about 57.5 µM), for inactives: at the highest dose activity change, negative = inhibition, hits mostly inhibitors; Luciferin 4-monooxygenase (Photinus pyralis), P08659; AID 588342, 2011; actives 6.9% (n = 360,000);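 further: plate controls were vehicle for no effect and reference inhibitor for full effect; nearly all actives have a fitted effect of over 55% in size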
Target sequence (P08659 whole entry, looked up): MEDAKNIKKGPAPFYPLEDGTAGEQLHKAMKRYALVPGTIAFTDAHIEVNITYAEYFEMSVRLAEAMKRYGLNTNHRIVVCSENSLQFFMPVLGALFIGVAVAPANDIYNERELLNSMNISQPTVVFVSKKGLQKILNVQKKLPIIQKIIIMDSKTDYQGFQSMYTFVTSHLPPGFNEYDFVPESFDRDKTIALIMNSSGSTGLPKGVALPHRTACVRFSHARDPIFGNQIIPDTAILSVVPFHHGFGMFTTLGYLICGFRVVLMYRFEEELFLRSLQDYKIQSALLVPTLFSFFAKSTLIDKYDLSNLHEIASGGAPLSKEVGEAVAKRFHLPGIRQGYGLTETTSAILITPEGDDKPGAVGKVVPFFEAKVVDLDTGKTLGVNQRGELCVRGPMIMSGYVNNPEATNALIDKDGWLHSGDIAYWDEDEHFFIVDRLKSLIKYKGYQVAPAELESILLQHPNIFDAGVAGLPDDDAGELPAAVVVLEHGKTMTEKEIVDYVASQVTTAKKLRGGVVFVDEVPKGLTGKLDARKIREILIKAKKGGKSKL
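Biochemical qHTS of compounds, final roughly 60 µM downward over six points, against 10 nM purified firefly luciferase using Km concentrations of substrates (10 uM D-luciferin, 10 uM ATP) in Tris acetate pH 7.5 buffer; luminescence output.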
RORg inh – qHTS for inhibitors of ROR gamma transcriptional activity; Nuclear receptor ROR-gamma (Mus musculus), P51450; Drosophila S2 Gal4-RORgamma UAS-luciferase reporter, 20 h; Potency, µM (highest dose often 53.6 µM), for inactives: at the top dose activity change, negative = inhibition, usual class: inhibitors; actives 5.4% (n = 310,000); further: on the % scale 0 is the no-effect control and ±100 the full control effect; nearly all actives have a fitted effect of over 60% in size
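Stably transfected Drosophila Schneider cells are the test system, with ROR gamma fused to Gal4 and luciferase under UAS control; luminescence is read after 20 hr of 700 uM copper sulfate induction at ambient temperature.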
* = called active by the depositor; ? = inconclusive; / = not tested or not shown; [ ] = remark or other dose. Unless noted, the call rests on the fitted dose curve; in most records, active means well fitted curve in the direction sought with a large enough effect; inconclusive means small, poorly fitted or top-dose-only effect, or another doubt; inactive means no such curve, though single readings can be large; an effect the other way counts as inactive or inconclusive. Potency means the concentration at half of the fitted maximal effect.

SMILES	Rab9 prom act	MBNL1-CUG inh	BRCA1 expr act	p53 reactivation	VP16 counter	NPC1 prom act	ELG1 genotoxic	uPA surface inh	FLuc counter	RORg inh
CN(C)C(=O)c1nc2ccc(Cl)cn2c1CN1CCCC(OCc2cccnc2)C1 (stereo not given)	-20.3%	4.2%	-10.3%	0.9%	-7.2%	-6.2%	-0.2%	-1.7%	1.4%	9.8%
CCN(Cc1ccc(OC)c(F)c1)C(=O)c1cc2ccccc2o1	0.7%	-1.5%	29.3%	-0.6%	15.3%	-3.0%	7.1%	-4.6%	-16.7%	21.7%
Cc1ccc2c(c1)C1(C(=O)N2)N2CCCC2C(C(=O)c2ccc3ccccc3c2)C12C(=O)Nc1ccccc12 (stereo not given)	3.4%	5.1%	-61.8%	/	?	-0.8%	/	3.8%	?	?
CCOC(=O)C1CCN(C(c2cccc(F)c2)c2sc3nc(C)nn3c2O)CC1 (stereo not given)	-1.3%	7.9%	-4.2%	-4.6%	2.5%	1.4%	-0.2%	-5.4%	1.7%	-43.7%
COc1ccc(CCNC(=O)CN(c2ccccc2OC)S(C)(=O)=O)cc1	-0.6%	2.7%	0.2%	-0.7%	-3.8%	-0.6%	-2.2%	/	-0.8%	14.7%
Cc1ccc(CCN2CC(C(=O)NCCN3CCCCCC3)CC2=O)cc1 (stereo not given)	14.0%	-10.2%	2.1%	-4.2%	-1.6%	-17.8%	-0.6%	4.9%	-0.7%	5.1%
O=C(c1ccco1)N1CCN(c2nc(-c3ccc(F)cc3)cs2)CC1	9.9%	7.5%	?	2.0%	9.6%	-2.2%	-3.9%	3.3%	23.9µM*	?
CC(C)OCC(O)CN1CCN(CC(O)COc2ccc3c(c2)OCO3)CC1 (stereo not given)	-2.9%	-1.0%	7.8%	-0.3%	-8.5%	5.9%	0.0%	1.1%	2.7%	5.8%
COc1ccc(Cl)cc1NC(=S)N1CCN(c2ncccn2)CC1	-11.6%	-6.1%	-3.7%	-0.4%	2.3%	4.1%	-5.7%	1.0%	-1.5%	-34.3%
Cc1ccc(NC(=O)COC(=O)CN2CSCC2=O)cc1C	-1.7%	-0.3%	8.1%	-4.5%	-4.7%	0.0%	-5.3%	4.1%	-3.5%	-1.8%
O=C(NCc1ccccc1)c1cc(-c2ccncc2)nc2ccc(S(=O)(=O)N3CCOCC3)cc12	-5.9%	?	-4.9%	-9.2%	-7.3%	0.0%	-0.5%	3.6%	0.8%	33.7%
CCCc1c(C)nc(N2CCN(c3cccc(OC)c3)CC2)[nH]c1=O	-1.2%	-4.3%	3.9%	?	-15.3%	-3.3%	-6.1%	4.7%	0.7%	1.6%
Cc1ccc(-c2nc(C3CCN(S(C)(=O)=O)CC3)no2)cc1	17.4%	-11.3%	?	?	-1.8%	22.7%	7.3%	-3.3%	?	31.0%
Cc1ccc(-c2nnn(CC(=O)N(c3cccc(O)c3)C(C(=O)NC(C)(C)C)c3cccs3)n2)o1 (stereo not given)	-3.0%	-1.5%	-25.3%	-2.3%	-28.6%	1.5%	-8.2%	/	8.3%	28.6%
COc1ccc(C)cc1-n1nnnc1SCC(=O)NC1CC1	-5.2%	/	-25.7%	-10.4%	/	0.6%	0.4%	-5.7%	/	/

Overlap with the part before: 2 compounds, then new ones.
SMILES	Rab9 prom act	MBNL1-CUG inh	BRCA1 expr act	p53 reactivation	VP16 counter	NPC1 prom act	ELG1 genotoxic	uPA surface inh	FLuc counter	RORg inh
Cc1ccc(-c2nnn(CC(=O)N(c3cccc(O)c3)C(C(=O)NC(C)(C)C)c3cccs3)n2)o1 (stereo not given)	-3.0%	-1.5%	-25.3%	-2.3%	-28.6%	1.5%	-8.2%	/	8.3%	28.6%
COc1ccc(C)cc1-n1nnnc1SCC(=O)NC1CC1	-5.2%	/	-25.7%	-10.4%	/	0.6%	0.4%	-5.7%	/	/
O=C(NN1C(=O)c2ccccc2NC1c1cccnc1)c1ccccc1 (stereo not given)	-0.7%	-5.3%	-3.0%	2.0%	-11.8%	-0.8%	-14.8%	2.1%	-2.0%	21.6%
CC(=O)c1cccc(NC(=O)COc2ccc(S(=O)(=O)N3CCCCC3)cc2)c1	/	1.4%	-29.0%	/	8.1%	/	/	0.3%	-2.1%	?
COc1ccc(-c2cnc(SCCNC(=O)c3ccc4c(c3)OCO4)[nH]2)cc1	-2.2%	/	-8.0%	-2.6%	/	0.6%	1.9%	-21.8%	?	/
N#Cc1ccc(S(=O)(=O)N2CCN(C(=O)[C@@H]3CCCN3C(=O)c3cccs3)CC2)cc1	5.8%	/	-5.4%	-4.0%	/	-2.5%	-0.7%	-3.4%	-8.8%	/
CCN1CCN(C(=O)Cn2ncc3c([nH]c4ccccc43)c2=O)CC1	-7.2%	0.9%	6.7%	-2.4%	-0.2%	-2.5%	-0.4%	0.7%	-0.6%	-1.9%
O=C(Nc1nccs1)c1ccccn1	3.16µM*	-1.0%	?	-1.8%	12.6µM*	?	?	-11.1%	?	2.51µM*
N#Cc1ccc(COC(=O)CSc2nnc(N)s2)cc1	0.3%	-6.2%	-2.7%	-4.1%	3.3%	-1.8%	0.8%	1.2%	2.1%	-32.5%
COc1ccc(Cn2c(=O)cc(C)[nH]c2=S)cc1	-5.1%	-16.1%	6.7%	-1.7%	?	-1.2%	5.2%	0.3%	-2.5%	11.2µM*
Cc1c(C(=O)N2CCOCC2)[nH]c2c1C(=O)CC(c1ccccc1Cl)C2 (stereo not given)	-21.9%	13.0%	-79.0%	-1.7%	5.1%	-27.8%	-0.4%	?	2.3%	-32.4%
Cc1ccc[n+](CC(=O)/C=C2\N(C)c3ccccc3C2(C)C)c1	-16.2%	9.2%	-56.5%	8.2%	-13.4%	-11.3%	1.5%	-8.9%	1.7%	?
CN1C(=O)N(C)C2(c3ccccc3)N(C)C(=O)NC12c1ccccc1 (stereo not given)	7.1%	-7.2%	3.0%	1.5%	1.8%	0.4%	-4.8%	-1.5%	0.1%	-8.5%
Cc1ccccc1CSc1ccc(S(=O)(=O)N2CCCC2)cn1	/	/	-3.1%	-4.0%	/	/	-0.5%	3.8%	/	/
O=C(COC(=O)/C=C/c1ccc([N+](=O)[O-])cc1)NNC(=O)c1ccccc1	/	/	5.1%	4.5%	/	/	0.9%	-1.2%	/	/
COc1cc(C(=O)OCC(=O)Nc2ccc3c(c2)OC(F)(F)O3)ccc1OCc1c(C)noc1C	-2.2%	-1.4%	0.6%	5.8%	-3.3%	-3.4%	1.2%	0.5%	0.4%	0.1%
COCC(=O)Nc1nnc(-c2cccs2)s1	23.3%	27.7%	?	?	18.6%	10.4%	?	-2.2%	?	?
CCc1cccc(C)c1NC(=O)c1ccc2c(c1)CCN2S(C)(=O)=O	-5.8%	-8.5%	-34.3%	-1.5%	-0.2%	-2.8%	-1.5%	3.9%	-0.4%	17.5%
CCCCNC(=O)c1cn(CC)c2cc(N3CCN(C(=O)c4ccco4)CC3)c(F)cc2c1=O	3.3%	-6.4%	-41.4%	-6.1%	2.5%	-9.2%	-8.9%	5.1%	1.5%	4.2%
O=C(c1cc(-c2ccncc2)nc2ccc(Cl)cc12)N1CCN(C(=O)C2CCCO2)CC1 (stereo not given)	-1.3%	15.3%	-20.0%	-6.1%	1.6%[0.365 µM]	1.9%	-20.1%	0.4%	0.6%	20.1%
O=C(Nc1ccnn1C1CCN(CCCc2ccccc2)CC1)c1cccc(F)c1	-3.4%	-4.8%	-6.4%	?	1.3%	-3.1%	-13.1%	15.3%	0.0%	-32.1%
COc1ccc(-c2nnc(SCc3cccnc3)o2)cc1	?	-9.0%	?	28.3%	1.0%	?	15.4%	-5.7%	21.3µM*	?
COC(=O)c1nc2n(n1)C(c1cc(OC)ccc1OC)C(C(=O)OC1CCCCC1)=C(C)N2 (stereo not given)	-4.8%	-6.1%	-2.3%[1.84 µM]	1.4%	-19.8%	-0.5%	-2.2%	-7.5%	-1.9%	-0.7%
CC1CCCCC1NC(=O)CCn1c(=O)oc2ccccc21 (stereo not given)	-2.5%	-13.9%	-0.5%	0.3%	0.0%	-5.6%	-0.2%	2.0%	2.6%	4.6%
Brc1ccc(C2=CSC3=NCCN23)cc1	-0.6%	1.1%	-22.4%	?	3.9%	-0.1%	-3.4%	-2.2%	3.2%	-22.1%
CC(C)CC(=O)NC1(C(F)(F)F)C(=O)N(CC(C)C)C2=C1C(=O)CC(C)(C)C2 (stereo not given)	-13.0%	-16.5%	8.6%	-1.0%	-3.7%	-2.9%	-0.4%	2.6%	3.7%	-12.0%
CCCCn1c(N)c(N(CCOC)C(=O)c2cc(-c3ccc(F)cc3)nc3ccccc23)c(=O)[nH]c1=O	1.0%	/	-12.2%	-4.1%	/	-2.7%	19.7%	-2.3%	-1.8%	/
